Assay outcomes (PubChem BioAssay)
PKM2 activator – increases activity of human pyruvate kinase M2 | P14618 | purified PKM2, Kinase-Glo ATP luminescence, activation; response scale: 0% is enzyme alone, no compound | Potency, µM (highest dose often 57.5 µM), for the others: top-dose activation, hits mostly activators | 260,000 tested, 0.34% active | AID 1631; further: potency means the concentration at half of the fitted maximal effect; on the % scale 0 is the no-effect control and ±100 the full control effect; nearly all actives have a fitted effect of over 55% in size
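Purified hPK-M2 (>95% pure) converted ADP (0.1 mM final) to ATP with 0.5 mM PEP in 50 mM imidazole pH7.2, KCl, MgCl2, Tween 20, BSA; 1 h at room temperature. ATP detected by Kinase-Glo luminescence.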
Giardia killer – kills Giardia lamblia | activity change, % at 7.66 µM, hits read low | Giardia lamblia trophozoite viability | 340,000 tested, 0.15% active; in the data active means activity change below about -80%; inconclusive means between about -30% and that limit;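 further: parasites exposed to compound for two days anaerobically before the ATP read; on the % scale 0 is the no-effect control and ±100 the full control effect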
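Luminescence from cellular ATP indicates surviving trophozoites (100 cells/well) following 48 hrs anaerobic compound treatment at 37 deg C; signal develops 15-30 min at room temperature.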
USP2a inh – inhibitors of human ubiquitin-specific protease USP2a; 330,000 tested, 0.01% active; Potency, µM (titrated, usually from 38.3 µM), without a hit: top-dose activity change, negative = inhibition, actives largely listed as inhibitors; USP2 core, Ub-CHOP2 coupled fluorogenic reporter, 485/531; O75604;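 further: potency means the concentration at half of the fitted maximal effect; plate controls were DMSO wells for no effect and full inhibition by NEM control for full effect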
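Cell-free coupled assay: 10nM USP2 core preincubated 30min RT with compound in Tris-HCl pH 8.0/CaCl2/CHAPS buffer, then 25nM Ub-CHOP2 and 25nM reporter substrate; fluorescence (Ex 485/Em 531) read after 60min RT, normalized to NEM inhibition, concentration-response curves fitted.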
MLL CXXC-DNA inh – MLL CXXC-DNA interaction inhibition. 290,000 tested, 0.037% active. Q03164. Potency, µM (titrated, usually from 115 µM), without a hit: top-dose activity change, negative = inhibition, hits mostly inhibitors. MLL-CXXC / FITC-HOXA9 DNA fluorescence polarization; active means well fitted inhibition curve with a large enough effect in the polarisation, with a control signal flat, not every such curve was filed as active; inconclusive means small, poorly fitted or top-dose-only effect, or effect the other way, or a change in a side signal; inactive means no such curve, though single readings can be large or run the other way; the % refers to the polarisation; further: potency means the concentration at half of the fitted maximal effect
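Steps: dispense CXXC domain solution (7 uM) → pin compounds or unlabeled HOX-A9 DNA control → 5 min ambient → add FLSN-HOX-A9 solution (50 nM) → spin → 30 min ambient → fluorescence polarization. Tris pH 7.5/NaCl/DTT/BSA buffer.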
KCNH2 WT inh – KCNH2 (human, wildtype) channel inhibition | activity change, % at 1.84 µM | U2OS, BacMam KCNH2, thallium flux FluxOr; hits give low values | AID 720551 | Q12809 | 340,000 tested, 0.37% active;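 active means maximum activity change below -70%; inconclusive means maximum activity change between -70% and -50%; inactive means maximum activity change above -50%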; further: on the % scale 0 is the no-effect control and ±100 the full control effect
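U2OS cells were transduced with wild-type KCNH2 virus (2.03 x 10^8 / mL) for 4 h at room temperature, then cultured overnight at 37 C. Thallium flux was read with FluxOr dye. Rate constants were normalized to DMSO controls.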
FBPA coupling cs – counter-screen for Giardia aldolase inhibitors: coupling enzyme system | coupling enzyme system counterscreen, AmpLite Red fluorescence | activity change, negative = inhibition, % at 58.2 µM, hits read low | 290,000 tested, 0.67% active; in the data active means activity change below about -30%; further: on the % scale 0 is the no-effect control and ±100 the full control effect
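Final compound at 57.5 uM, incubated 10 min at RT with coupling enzyme reagent (glyceraldehyde-3-phosphate), then 20 min with substrate and AmpLite Red detection. Fluorescence read at 525/598 nm; tests interference with the coupling assay, not aldolase inhibition.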
B2AR arrestin – agonists driving beta-arrestin recruitment to human beta2-adrenergic receptor; P07550; beta-arrestin recruitment to beta2AR, cell-based reporter; Potency, µM (titrated, usually from 46.1 µM), inactives show at the highest dose activation, usual class: activators; 330,000 tested, 0.02% active;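 further: potency means the concentration at half of the fitted maximal effect; 0% = DMSO controls and full agonism = EC100 isoproterenol or metaproterenol; nearly all actives have a fitted effect of over 65% in size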
Target sequence (P07550 whole entry, looked up): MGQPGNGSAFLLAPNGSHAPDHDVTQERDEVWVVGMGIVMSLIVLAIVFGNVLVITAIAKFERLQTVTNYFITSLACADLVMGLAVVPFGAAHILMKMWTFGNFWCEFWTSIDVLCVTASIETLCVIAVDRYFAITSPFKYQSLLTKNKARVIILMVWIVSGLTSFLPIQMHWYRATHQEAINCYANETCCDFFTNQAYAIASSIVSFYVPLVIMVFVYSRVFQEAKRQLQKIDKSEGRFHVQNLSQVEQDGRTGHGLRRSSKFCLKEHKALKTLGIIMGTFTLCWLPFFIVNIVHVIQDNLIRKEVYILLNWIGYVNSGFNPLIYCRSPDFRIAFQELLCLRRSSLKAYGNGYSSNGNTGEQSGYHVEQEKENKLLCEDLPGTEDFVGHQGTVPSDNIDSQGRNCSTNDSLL
Menin-MLL TR inh – inhibitors of human menin-MLL interaction, mutant MLL peptide; Potency, µM (top dose mostly 61.6 µM), for inactives: at the top dose FP activity change, negative = inhibition, hits mostly inhibitors; Menin + Texas Red MLL mutant peptide, fluorescence polarization; 270,000 tested, 0.23% active; O00255; active means well fitted inhibition curve with a large enough effect in the polarisation, with a control signal flat, not every such curve was filed as active; inconclusive means small, poorly fitted or top-dose-only effect, or effect the other way, or a change in a side signal; inactive means no such curve, though single readings can be large or run the other way; the % refers to the polarisation; further: potency means the concentration at half of the fitted maximal effect; % of control where 0% means no effect; many of its hits are not listed in these tables
Target sequence (O00255 whole entry, looked up): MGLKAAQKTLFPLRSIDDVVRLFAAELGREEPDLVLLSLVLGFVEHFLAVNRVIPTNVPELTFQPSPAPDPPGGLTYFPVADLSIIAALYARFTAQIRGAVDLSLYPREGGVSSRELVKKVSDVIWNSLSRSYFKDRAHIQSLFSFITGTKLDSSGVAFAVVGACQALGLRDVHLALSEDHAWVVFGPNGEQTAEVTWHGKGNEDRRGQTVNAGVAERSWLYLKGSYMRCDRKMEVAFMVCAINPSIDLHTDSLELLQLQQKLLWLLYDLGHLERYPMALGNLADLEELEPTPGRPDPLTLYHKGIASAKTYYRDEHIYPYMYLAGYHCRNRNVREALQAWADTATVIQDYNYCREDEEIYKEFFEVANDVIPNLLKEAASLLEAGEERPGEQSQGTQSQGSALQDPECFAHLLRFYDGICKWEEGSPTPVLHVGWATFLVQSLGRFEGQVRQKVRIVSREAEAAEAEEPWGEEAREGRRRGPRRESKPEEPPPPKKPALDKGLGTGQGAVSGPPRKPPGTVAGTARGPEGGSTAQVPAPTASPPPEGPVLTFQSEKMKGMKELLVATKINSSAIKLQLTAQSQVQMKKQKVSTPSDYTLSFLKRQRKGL
TRPV1 agonist – human TRPV1 agonism. Q8NER1. TRPV1-expressing cells, Fluo-8 calcium influx, agonist mode. activation, % at 8.33 µM. 320,000 tested, 0.19% active; in the data active means activation above about 80%; inconclusive means between about 30% and that limit; further: 0% is about no effect
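TRPV1-expressing cells were cultured overnight at 35.5C and loaded with Fluo-8 calcium dye for 40 to 90 min at room temperature. After a 10 s baseline, compound was added and calcium influx was read kinetically for 3 min (ex 480/em 520 nm).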
GALK inh – galactokinase (human) inhibition; AID 1868; Potency, µM (titrated, usually from 57.5 µM), inactives show at the highest dose activity change, negative = inhibition, hits mostly inhibitors; Purified GALK, Kinase-Glo residual ATP luminescence; P51570; 270,000 tested, 0.007% active; further: potency means the concentration at half of the fitted maximal effect; on the % scale 0 is the no-effect control and ±100 the full control effect
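The enzyme phosphorylates galactose (100 uM) using ATP (35 uM); inhibition is detected as higher residual ATP, quantified by bioluminescence after 1 h reaction at room temperature, pH 8.0.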
KCNH2 3.1 inh – KCNH2 3.1 (human) potassium channel inhibition; 340,000 tested, 0.95% active; AID 720553; activity change, % (tested at about 1.8 µM); U2OS KCNH2 3.1, thallium flux FluxOr; hits give low values;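 active means maximum activity change below -70%; inconclusive means maximum activity change from -70% to -50%; inactive means maximum activity change above -50%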;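 further: thallium influx rate constant from kinetic fluorescence after stimulation buffer; on the % scale 0 is the no-effect control and ±100 the full control effect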
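Thallium flux via FluxOr fluorescence (Red40 quencher, 45 min loading) in U2OS cells virally expressing the KCNH2 3.1 isoform (1.77 x 10^8 /mL virus, overnight at 37 C). Rate constants from 2-min kinetic reads post-stimulation, normalised to positive and negative controls.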
* = called active by the depositor; ? = inconclusive; nt = no result given; [ ] = another dose, or the depositor's remark. Unless noted, the call rests on the fitted dose curve; in most records, active means well fitted curve in the direction sought with a large enough effect; inconclusive means small, poorly fitted or top-dose-only effect, or another doubt; inactive means no such curve, though single readings can be large; an effect the other way counts as inactive or inconclusive.

SMILES,MLL CXXC-DNA inh,KCNH2 WT inh,KCNH2 3.1 inh,FBPA coupling cs,PKM2 activator,B2AR arrestin,Menin-MLL TR inh,GALK inh,TRPV1 agonist,Giardia killer,USP2a inh
COC(=O)C1=C(C)NC2=C(C(=O)CCC2)C1c1coc2ccccc2c1=O (stereo not given),2.5%,-6.5,17.6,-1.0,0.2%,-0.2%,-2.4%,-2.1%,-1.9,14.7,-0.2%
Cc1cc(C)nc(SC2=CS(=O)(=O)c3ccccc32)n1,?,1.1,-7.4,1.1,9.4%,0.0%,0.3%,0.5%,-1.1,12.4,-4.6%
CCOc1ccccc1NC(=O)CSc1ccc(-c2ccco2)nn1,5.4%,26.3,nt,nt,4.0%,0.2%,nt,-3.5%,2.6,25.7,-0.3%
COCCNC(=O)/C(C#N)=C/c1ccc(O)c([N+](=O)[O-])c1,7.8%,-1.2,-12.2,-1.0,-15.9%,-0.2%,5.6%,12.2%,-1.5,?,0.8%
O=C(CN1CCN(CC(=O)Nc2ccccc2Cl)CC1)Nc1ccc(F)c(F)c1,3.2%,?,-110.9*,0.6,nt,-0.7%,-3.7%,2.8%,14.7,15.0,1.3%
O=C(/C=C(\c1ccccc1)n1cncn1)c1ccccc1,6.7%,-7.6,-1.5,-3.0,3.7%,-0.4%,-1.7%,nt,-0.1,-3.1,2.6%
COc1ccc(C)cc1S(=O)(=O)n1c([N+](=O)[O-])cnc1C,4.0%,14.2,-0.3,1.3,0.9%,-0.8%,-12.6%,nt,-4.1,-8.9,1.0%
CN1CCN(C(=O)/C=C/c2cn(-c3ccccc3)nc2-c2ccc3c(c2)OCCO3)CC1,7.6%,-2.5,-21.8,-2.1,17.5%,0.0%,15.9%,9.9%,?,13.8,-2.4%
COc1ccc(/C=C/C(=O)OCC(=O)NC2CCCCCCC2)cc1,nt,-14.4,-1.0,nt,nt,-0.3%,nt,nt,nt,14.1,0.5%
CC1CCC(NC(=O)C2CC(=O)N(c3ccc(Cl)cc3)C2)CC1 (stereo not given),53.9%[activator],4.8,-16.8,nt,2.1%,-0.1%,nt,-23.2%,2.1,8.9,1.0%
COc1ccc(OCc2cccc(C(=O)N3CCCC3)c2)cc1,-0.1%,20.3,7.5,-5.4,-0.5%,0.2%,-10.0%,2.2%,4.4,-7.6,-1.0%
Cc1cc(C(=O)Cn2cnc3cc([N+](=O)[O-])ccc3c2=O)c(C)n1CC1CCCO1 (stereo not given),3.9%,0.3,0.4,-2.9,-1.1%,0.6%,9.9%,-3.1%,1.3,8.0,1.6%
O=C(NCC(=O)N(Cc1ccccc1)C(C(=O)NC1CCCCC1)c1ccco1)c1ccco1 (stereo not given),1.2%,-8.3,-0.8,2.5,-6.1%,-0.4%,-6.8%,1.6%,28.0,12.1,3.9%
COc1ccc(C(CNC(=O)c2cncc(Br)c2)N(C)C)cc1 (stereo not given),-8.8%,0.9,13.4,0.7,0.5%,-0.3%,-7.8%,0.4%,3.7,-4.3,11.8%
CCN(c1ccccc1)S(=O)(=O)c1ccc(Cl)c(NC(=O)COC(=O)c2cc(O)c3ccccc3c2O)c1,-20.2%,nt,nt,-30.7*,?,0.0%,nt,6.4%,2.1,nt,-3.3%
O=C(Nc1cccc2ccccc12)c1onc2c1CCCC2,12.2%,-6.4,0.9,-0.1,-13.9%,-0.1%,0.2%,-2.3%,?,10.4,3.8%
O=C(Nc1cnccn1)Nc1ccccc1F,-5.0%,-11.3,8.5,nt,-4.6%,-0.5%,nt,-2.0%,-4.5,-25.5,2.8%
CCOc1ccc(NC(=O)CC(C)S(=O)(=O)c2ccc3c(c2)NC(=O)CO3)cc1 (stereo not given),8.2%,-10.8,-7.3,-5.3,-7.0%,-0.5%,12.2%,5.5%,6.6,1.7,1.5%
O=[N+]([O-])c1ccc(NC(=S)N2CCOCC2)cc1,9.1%,0.0,7.5,0.6,-2.6%,-1.1%,6.3%,0.3%,1.3,5.6,1.9%
COc1ccc(N(CC(=O)NCCSc2ccccn2)S(C)(=O)=O)cc1Cl,-2.1%,-6.5,0.1,-0.5,-1.1%,-0.3%,1.3%,1.6%,-1.7,3.2,1.7%
CC(=O)c1cccc(NC(=O)c2ccco2)c1,5.1%,-6.7,-1.9,0.2,5.4%,-0.3%,-0.7%,4.4%,-1.5,?,1.0%
CC(NC(=O)CNC(=O)c1ccco1)c1ccc(S(N)(=O)=O)cc1 (stereo not given),-1.4%,4.0,-5.5,-0.8,nt,-0.1%,-28.1%,-3.8%,-2.7,-8.2,1.4%
CCOC(=O)c1c(C)[nH]c(C(=O)N2CCN(c3ccc(OC)cc3)CC2)c1C,3.6%,6.6,18.9,1.5,2.0%,0.4%,-22.9%,3.5%,-1.2,-8.1,0.4%
COc1ccc(NC(=O)c2cccc(N3C(=O)C4C5C=CC(C5)C4C3=O)c2)cc1 (stereo not given),-2.9%,-6.8,-1.5,-0.4,-10.7%,2.9%,6.9%,7.4%,16.4,6.5,0.2%
COc1ccc(Cn2c(=S)[nH]c3cc(C(=O)N4CCN(c5ccccc5)CC4)ccc3c2=O)cc1,29.9%,1.2,1.3,1.1,2.8%,0.3%,2.7%,3.9%,1.7,6.1,4.3%
CSc1nnc(-c2sccc2OCc2ccc(C)cc2)n1C,9.3%,-5.5,3.3,-3.5,-7.4%,-1.0%,0.2%,-1.4%,2.8,-1.2,0.1%
CC(C)(C)OC(=O)N1CCC(NC(=O)c2ncn(Cc3ccccc3)c2C(=O)NC2CCN(C(=O)OC(C)(C)C)CC2)CC1,nt,-13.9,-6.0,nt,nt,0.4%,nt,nt,0.2,8.2,-1.8%
Cc1ccc(NC(=O)CN(C)C(=O)COC(=O)c2oc3ccccc3c2C)cc1,nt,10.8,-13.2,nt,nt,-0.2%,nt,nt,0.3,-16.4,0.1%
COc1cccc(CNC(=O)C2CCC(CNc3nc(=S)[nH]c4ccccc34)CC2)c1 (stereo not given),8.8%,-4.5,-3.2,0.3,-2.2%,-0.2%,-10.1%,-0.6%,-2.7,2.2,-0.2%
COc1ccccc1CC(=O)NNC(=O)CN(C)S(=O)(=O)c1ccc(Cl)cc1,nt,-7.5,5.7,nt,nt,3.2%,nt,nt,-3.2,-1.4,-1.1%
CC(=O)Nc1ccc(/C(C)=N/NC(=O)CN(c2ccccc2Br)S(C)(=O)=O)cc1,-4.6%,14.7,-4.5,0.5,-2.6%,-0.4%,9.6%,-2.3%,-1.2,7.3,2.3%
Cc1cc(F)ccc1S(=O)(=O)Nc1ncnc2sccc12,0.8%,-4.5,2.4,4.1,14.4%,-0.3%,17.0%,1.1%,-9.2,13.2,1.0%
O=C(c1cc2n(n1)C(C(F)(F)F)CC(c1ccco1)N2)N1CCN(c2ccccn2)CC1 (stereo not given),2.1%,5.2,6.6,7.4,18.1%,0.4%,2.6%,4.8%,5.0,9.0,-0.3%
CN(Cc1ccccn1)Cc1cn(Cc2ccccc2)nc1-c1ccc2c(c1)OCO2,-11.7%,1.0,-33.5,0.9,-1.0%,0.3%,-22.8%,6.9%,16.6,-13.5,-1.4%
O=C(Nc1ccc(C(=O)N2CCCC2)cc1)c1ccccc1F,-1.5%,-0.4,-3.2,3.7,-96.6%,0.0%,-2.1%,10.7%,-2.0,-26.8,-0.2%
COc1ccc(C(=O)NC(=S)Nc2ccc(NC(=O)c3ccco3)cc2)cc1[N+](=O)[O-],8.5%,7.5,-7.3,2.2,23.6%,-0.2%,22.0%,nt,-2.5,10.4,2.3%
O=C(Nc1ccccc1)Nc1ccc(Br)cc1F,-1.0%,28.2,nt,1.0,1.6%,-0.1%,3.0%,-1.7%,?,-4.5,2.9%
CC(C)c1ccc(NCCC(=O)c2cccs2)cc1,?,0.1,-0.6,2.3,1.2%,-0.1%,18.0%,1.1%,89.6*,-4.5,2.6%
COc1ccc(C(=O)NC2CCCN(Cc3ccc(Cl)cc3)C2)c(OC)c1 (stereo not given),5.6%,7.0,-17.9,0.5,-3.7%,-0.6%,-24.2%,3.0%,?,20.4,4.1%
O=C(COC(=O)c1ccncc1)c1ccc(Br)cc1,7.0%,-0.9,-1.3,2.6,-0.4%,0.2%,9.4%,0.8%,6.9,-18.0,1.4%
CCC(C)(C)NC(=O)CN(C(=O)CCC(=O)Nc1cc(C)ccn1)c1ccc2c(c1)OCCO2,-0.1%,-7.5,6.9,7.3,1.8%,-0.3%,-21.7%,3.5%,1.9,-2.1,1.8%

Not all compounds are listed; the hit share may differ from the screen's.
